Tau fluor cs: Counterscreen qHTS for Inhibitors of Tau Fibril Formation, Fluorescence Polarization | 280,000 tested, 0.93% active | tau K18 P301L Alexa594 fluorescence, heparin fibrillization | Potency, µM (series often up to 57.7 µM), without a hit: at the top dose activity change, negative = decrease; further: on the % scale 0 is the no-effect control and ±100 the full control effect; nearly all actives have a fitted effect of over 55% in size
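Human tau K18 P301L (15 uM unlabeled, 0.24 uM Alexa 594-labeled) in 100 mM sodium acetate pH 7 with 20 uM heparin, 6 hr at 37 C. ThT 30 uM added, 1 hr ambient; Alexa 594 FP and total fluorescence read at 555/632 nm.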
Tau fibril FP: qHTS for Inhibitors of Tau Fibril Formation, Fluorescence Polarization; Microtubule-associated protein tau (Homo sapiens), P10636; K18 P301L tau heparin fibrillization, Alexa594 FP, 6 h; Potency, µM (series often up to 57.7 µM), for the others: at the top dose activity, negative = inhibition, usual class: inhibitors; 280,000 tested, 0.39% active; AID 1468, 2008; further: on the % scale 0 is the no-effect control and ±100 the full control effect; nearly all actives have a fitted effect of over 55% in size
Target sequence (P10636 561-689 P618L limits assumed): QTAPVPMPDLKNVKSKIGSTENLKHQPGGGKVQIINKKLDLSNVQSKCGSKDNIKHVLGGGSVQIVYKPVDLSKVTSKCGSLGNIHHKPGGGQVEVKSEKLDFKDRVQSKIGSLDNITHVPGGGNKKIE
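Human tau K18 […] P301L fragment, 15 uM unlabeled plus 0.24 uM Alexa 594-labeled tau (final), with compound and 20 uM heparin in 100 mM sodium acetate pH 7; 6 hr at 37 C, then Alexa 594 FP read.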
TexasRed fluor: Total Fluorescence Counterscreen for Inhibitors of the Interaction of Thyroid Hormone Receptor and Steroid Receptor Coregulator 2; AID 1479, 2009; TRb/SRC2 Texas Red total fluorescence interference; 280,000 tested, 0.29% active; Potency, µM (titrated, usually from 106 µM), inactives show at the highest dose fluorescence change, negative = quenching; active means well fitted curve in either direction with a large enough effect; inconclusive means small, poorly fitted or top-dose-only effect; further: on the % scale 0 is the no-effect control and ±100 the full control effect
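Human TRβ ligand-binding domain (0.6 uM) and Texas Red SRC2 peptide (20 nM) in Tris buffer with 1 uM T3 and 5% DMSO were incubated with pinned compound for 5 hr at ambient temperature. Total fluorescence was computed as S + 2P (555/632 nm).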
TRb-SRC2 inh: qHTS for Inhibitors of the Interaction of Thyroid Hormone Receptor and Steroid Receptor Coregulator 2 | Thyroid hormone receptor beta (Homo sapiens), P10828 | TRbeta-SRC2 peptide binding, fluorescence polarization; receptor liganded with 1 µM T3 | Potency, µM (top dose mostly 106 µM), for the others: top-dose activity change, negative = inhibition, usual class: inhibitors | 280,000 tested, 0.065% active;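 further: plate controls were bound peptide for no effect and peptide without receptor for full effect; nearly all actives have a fitted effect of over 50% in size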
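Assay buffer: 20 mM Tris-HCl, 100 mM NaCl, 10% glycerol, 1 mM EDTA, 0.01% NP-40, 1 mM DTT, 1 uM T3, 5% DMSO; TRb LBD 0.6 uM, Texas Red SRC2 20 nM; FP after 5 hr.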
HTT ATP protect: qHTS Multiplex Assay to Identify Dual Action Probes in a Cell Model of Huntington: Cytoprotection (ATP); PC12 HTT-Q103 induced, cytoprotection, ATP luminescence, 40 h; Potency, µM (highest dose often 56.4 µM), inactives show cytoprotection (ATP increase), usual class: activators; 230,000 tested, 0.14% active;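 further: % of control where 0% means no effect; nearly all actives have a fitted effect of over 45% in size; toxic huntingtin expression switched on by the ecdysone agonist tebufenozide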
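PC12 cells with ecdysone-inducible HTT exon 1 Q103-GFP, induced with 100 nM tebufenozide and co-treated with library compounds in a dose series (1536-well, 1500 cells/well). Cytoprotection read as ATP content by ATPlite luminescence.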
L3MBTL1 inh: qHTS Assay for the Inhibitors of L3MBTL1; AlphaScreen L3MBTL1–H3K9me1 peptide binding; Potency, µM (highest dose often 57.1 µM), without a hit: top-dose activity, negative = inhibition, hits mostly inhibitors; 230,000 tested, 0.66% active; AID 485360, 2010; further: on the % scale 0 is the no-effect control and ±100 the full control effect; nearly all actives have a fitted effect of over 60% in size
Target sequence (Q9Y468 whole entry, looked up): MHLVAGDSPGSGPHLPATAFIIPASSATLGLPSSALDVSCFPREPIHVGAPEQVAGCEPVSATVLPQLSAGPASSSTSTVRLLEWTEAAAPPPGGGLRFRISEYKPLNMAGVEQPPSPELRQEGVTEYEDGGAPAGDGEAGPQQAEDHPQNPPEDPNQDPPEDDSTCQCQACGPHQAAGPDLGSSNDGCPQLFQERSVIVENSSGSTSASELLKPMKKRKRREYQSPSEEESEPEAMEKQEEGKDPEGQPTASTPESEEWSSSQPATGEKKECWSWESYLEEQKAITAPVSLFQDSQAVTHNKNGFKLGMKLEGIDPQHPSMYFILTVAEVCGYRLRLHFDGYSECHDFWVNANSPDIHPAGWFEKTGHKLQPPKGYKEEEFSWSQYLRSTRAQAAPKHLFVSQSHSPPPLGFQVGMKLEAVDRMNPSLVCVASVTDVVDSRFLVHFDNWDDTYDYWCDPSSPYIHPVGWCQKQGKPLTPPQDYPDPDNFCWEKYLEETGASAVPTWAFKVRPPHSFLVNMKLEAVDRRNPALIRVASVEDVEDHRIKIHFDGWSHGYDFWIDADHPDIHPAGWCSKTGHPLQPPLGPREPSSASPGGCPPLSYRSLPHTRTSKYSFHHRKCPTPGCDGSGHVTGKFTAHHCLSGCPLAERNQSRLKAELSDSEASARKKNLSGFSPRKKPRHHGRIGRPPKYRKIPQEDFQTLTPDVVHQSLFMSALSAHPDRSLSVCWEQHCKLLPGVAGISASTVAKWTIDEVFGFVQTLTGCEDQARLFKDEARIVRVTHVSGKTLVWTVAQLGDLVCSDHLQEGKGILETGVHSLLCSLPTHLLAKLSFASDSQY
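AlphaScreen proximity signal between nickel-chelate acceptor and streptavidin donor beads (final 10 ug/mL) reports binding of 50 nM L3MBTL1 to 75 nM biotin-H3 K9me1 peptide; complex incubated with compounds 30 min at room temperature; cefsulodin titration as control.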
RECQ1 helicase: qHTS Assay for Inhibitors of RecQ-Like Dna Helicase 1 (RECQ1); RECQ1 DNA unwinding, red fluorescence kinetic read; ATP-dependent DNA helicase Q1 (Homo sapiens), P46063; AID 2549, 2010; 240,000 tested, 0.54% active; Potency, µM (doses to about 57.3 µM), for the others: at the highest dose activity, negative = inhibition, most hits filed as inhibitors;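 further: plate controls were vehicle for no effect and no enzyme for full effect; nearly all actives have a fitted effect of over 30% in size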
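50 nM RECQ1T1 preincubated 15 min with compound in Tris pH 8.0 buffer with MgCl2, DTT, Tween-20 and 2.5 ug/ml poly(dI-dC); started with 200 nM TAMRA/BHQ-2 forked duplex and 2 mM ATP. Unwinding read as fluorescence (525/598 nm), two reads 2 h apart.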
Tau ThT inhib: qHTS for Inhibitors of Tau Fibril Formation, Thioflavin T Binding. recombinant tau K18 P301L, heparin-induced fibrillization, ThT fluorescence. Microtubule-associated protein tau (Homo sapiens), P10636. 270,000 tested, 2.1% active. Potency, µM (highest dose often 57.4 µM), for the others: at the top dose activity, negative = inhibition, usual class: inhibitors. AID 1460, 2008; further: on the % scale 0 is the no-effect control and ±100 the full control effect; nearly all actives have a fitted effect of over 55% in size
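Using a mix of unlabeled (15 uM) and Alexa 594-labeled (0.24 uM) tau K18 P301L, heparin-triggered fibrillization over 6 hr at 37 C was scored by ThT fluorescence.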
* marks the source's active call; other numbers are inactive results; i = inactive; ? = inconclusive; . = no result given; & = joins results of further samples; [ ] = another dose, or the depositor's remark. Unless noted, the call rests on the fitted dose curve; in most records, active means well fitted curve in the direction sought with a large enough effect; inconclusive means small, poorly fitted or top-dose-only effect, or another doubt; inactive means no such curve, though single readings can be large; an effect the other way counts as inactive or inconclusive. Potency means the concentration at half of the fitted maximal effect.

SMILES	Tau fluor cs	Tau fibril FP	TexasRed fluor	TRb-SRC2 inh	HTT ATP protect	L3MBTL1 inh	RECQ1 helicase	Tau ThT inhib
O=C(NCC1CCCO1)C1c2ccccc2C(=O)N1C1CCCCCC1 (configuration not stated)	-2%	-4%	1%	-6%	-1%[1.9 µM]	-6%	-7%	1%
CC(C)N(C(=O)CC1ON(C)C(=O)N1c1ccc(Cl)cc1)C(C)C (configuration not stated)	-2%	-1%	-1%	7%	-31%[inhibitor]	19%	-6%	-3%
CCc1cc2c(SCC(=O)NC3CCS(=O)(=O)C3)ncnc2s1 (configuration not stated)	0%	-2%	5%	-5%	18%[10 µM]	-5%	-19%	-3%
CCOC(=O)N1CCC(NC(=O)c2cc(C)c3c(C)nn(-c4ccccc4)c3n2)CC1	-8%	-16%	-1%	-10%	-2%	1%	-11%	-10%
Cc1ccccc1CN1CCN(CC(=O)NCc2ccccc2Cl)C1=O	-1%	-2%	-2%	3%	.	.	.	0%
CCCCN1C(=O)NC2NC(=O)NC21 (configuration not stated)	2%	-2%	-1%	3%	-13%[10 µM]	-15%	-2%	0%
CCOc1cc(C(=O)NC(C)c2ccncc2)cc(OCC)c1OCC (configuration not stated)	1%	-1%	0%	-2%	-1%	12%	i	4%
COc1ccccc1CNC(=O)CN1C(=O)C(C)N(c2ccc(C)cc2)C1=O (configuration not stated)	-7%	-10%	3%	-8%	-7%	-2%	i	-6%
Cc1ccc(N2C(=O)CC(n3ccnc3)C2=O)cc1C (configuration not stated)	-1%	1%	0%	-13%	-22%	3%	i	-1%
COc1ccc(N2CCN(S(=O)(=O)c3c(C)nc4scc(C)n4c3=O)CC2)cc1	-20%	-5%	0%	-2%	.	.	.	?
CC1CCCC(C)N1S(=O)(=O)c1ccc(S(=O)(=O)N2CCOCC2)cc1 (configuration not stated)	-1%	7%	0%	-8%	11%[10 µM]	.	i	.
Cc1snc2sc(C(=O)c3ccc(Br)cc3)c(N)c12	-24%	3%	-3%	-9%	-9%	.	-19%	?
CCOc1ccccc1NC(=O)CSc1nc2c(oc3ccccc32)c(=O)n1-c1ccc(F)cc1	-16%	-15%	7%	-3%	.	.	.	-6%
COC(=O)CNC(=O)C1CCCN1C(=O)OC(C)(C)C (configuration not stated)	8%	11%	-6%	4%	-33%[10 µM]	.	i	0%
CCOC(=O)C1=c2s/c(=C\c3ccncc3)c(=O)n2C(N)=C(C(=O)OC)C1c1ccncc1 (configuration not stated)	-18%	-12%	-1%	4%	-11%	2%	-3%	?
CCC(=O)c1ccc(OCC(O)Cn2nnc3ccccc32)cc1 (configuration not stated)	-2%	2%	0%	4%	-36%[inhibitor]	.	i	?
COc1ccc(C)cc1S(=O)(=O)N(CC(=O)Nc1ccc2c(c1)OCCO2)Cc1ccccc1	?	-3%	-3%	2%	7%[10 µM]	.	-15%	-14%
Cc1cc2oc(C(=O)Nc3c(C(=O)Nc4ccccc4)oc4ccccc34)cc(=O)c2cc1C	-22%	3%	10%	1%	.	.	.	-11%
Cc1ccc(-n2cc(CN3CCN(Cc4nccn4C)CC3)c(-c3cccc(C)c3)n2)cc1	-10%	-4%	-1%[53 µM]	7%[53 µM]	3%[10 µM]	-9%	i	-17%
CCc1ccc(C(=O)Nc2ccc(C)c(NS(C)(=O)=O)c2)cc1	-3%	-3%	0%	-5%	-3%[10 µM]	.	-8%	.

The last four entries of the part before are carried over, then new ones follow.
SMILES	Tau fluor cs	Tau fibril FP	TexasRed fluor	TRb-SRC2 inh	HTT ATP protect	L3MBTL1 inh	RECQ1 helicase	Tau ThT inhib
COc1ccc(C)cc1S(=O)(=O)N(CC(=O)Nc1ccc2c(c1)OCCO2)Cc1ccccc1	?	-3%	-3%	2%	7%[10 µM]	.	-15%	-14%
Cc1cc2oc(C(=O)Nc3c(C(=O)Nc4ccccc4)oc4ccccc34)cc(=O)c2cc1C	-22%	3%	10%	1%	.	.	.	-11%
Cc1ccc(-n2cc(CN3CCN(Cc4nccn4C)CC3)c(-c3cccc(C)c3)n2)cc1	-10%	-4%	-1%[53 µM]	7%[53 µM]	3%[10 µM]	-9%	i	-17%
CCc1ccc(C(=O)Nc2ccc(C)c(NS(C)(=O)=O)c2)cc1	-3%	-3%	0%	-5%	-3%[10 µM]	.	-8%	.
CC1CCCN(S(=O)(=O)c2ccc(N3CCCCS3(=O)=O)cc2)C1 (configuration not stated)	13%	8%	0%	3%	.	.	.	6%
Cc1c(Cl)cccc1NC(=O)CCN1CCCC(C)C1 (configuration not stated)	1%	4%	4%	6%	-15%[10 µM]	6%	-5%	2%
CC(C)(C)NC(=O)NC(=O)CN1CCN(S(=O)(=O)c2ccc3c(c2)OCCO3)CC1	-4%	-5%	0%	5%	-7%[10 µM]	.	i	-2%
CC(C)(C)OC(=O)C(C)(C)Sc1nnc(N)s1	-17%	-1%	-2%	-3%	-6%[10 µM]	10%	-8%	-13%
CCCCC(=O)Nc1cccc(NC(=O)c2cccnc2Cl)c1	8%	2%	1%	-3%	4%[10 µM]	.	i	.
CCCC12CN3CC(C)(CN(C1)C31CCCCC1)C2=O	-3%	1%	3%	-2%	-5%	.	2%	-8%
Cc1cc2nc3c(=O)n(Cc4ccccc4)c(=O)[nH]c3nc2cc1N	?	?	-10%	-3%	7%[10 µM]	-1%	-6%	?
Cc1nc(C(=O)NNC(=O)c2ccccc2)c(C(F)(F)F)o1	14%	3%	-4%	-1%	-3%[10 µM]	8%	15%	4%
COC(=O)c1ccc(Cn2cnc3nc4c(cc3c2=O)CCCC4)cc1	-9%	-6%	1%	6%	.	.	.	-11%
Cc1cc(C)c(NC(=O)c2c(C)nn(-c3ccc(F)cc3)c2-n2cccc2)c(C)c1	-1%	7%	-3%	-4%	.	.	.	-6%
COc1ccc(S(=O)(=O)N(CCc2ccccc2)CC(=O)Nc2cc(Cl)ccc2C)cc1	-27%	-9%	7%	4%	.	.	.	2%
CCCCSc1nnc(-c2cc(Br)ccc2N)c(=O)[nH]1	-9%	0%	-2%	-2%	9%[0.074 µM]	-9%	8%	?
CC1(C)NC(=O)N(Cc2cc(=O)n3ccsc3n2)C1=O	-8%	-2%	-3%	1%	-4%[10 µM]	-16%	-6%	-12%
O=C(O)CCC(=O)Nc1nc(-c2ccccc2)cs1	-4%	-9%	-1%	0%	-11%[10 µM]	.	-3%	-6%
COc1ccc(C2=NN(C(N)=S)C(c3ccco3)C2)cc1 (configuration not stated)	-24%	-6%	-1%	9%	3%	-16%	23%	?
Clc1ccc2c(c1)c1ccccc1n2CN1CCOCC1	?	-10%	-4%	-10%	-11%[10 µM]	125%[activator]	-7%	23%
CCOC(=O)C1CCN(S(=O)(=O)c2ccc(C(C)(C)C)cc2)CC1	-14%	2%	-1%[53 µM]	4%[53 µM]	-19%[10 µM]	1%	14%	-11%
CCOc1ccc(NC(=O)CCCc2cc(-c3ccc(OCC)cc3)on2)cc1	-12%	-7%	1%	-17%	-23%	13%	i	?
COC(=O)c1ccccc1NC(=O)Cn1c(=O)n(CCC(=O)NCc2ccc3c(c2)OCO3)c(=O)c2ccccc21	-3%	-4%	-9%	10%	.	.	.	-1%
CSc1ncccc1C(=O)NC(C)C1CC2CCC1C2 (configuration not stated)	5%	0%	-1%	3%	-2%[10 µM]	-1%	20%	-3%
COc1cc(NC(=O)Cn2nc(C(F)(F)F)c3c2CCCC3)cc(OC)c1OC	?	-1%&6%	7%&0%	-2%&5%	9%	.	-6%	-9%&-9%
CCOc1cccc2cc(-c3cn4c(n3)sc3ccccc34)c(=O)oc12	-10%	1%	-10%	5%	.	.	.	-10%
CCOc1ccc(NC(=O)C(=O)NCCc2csc(-c3ccc(C(F)(F)F)cc3)n2)cc1	-3%	0%	-1%	6%	.	.	.	-10%
CN1CCN(C(=S)Nc2ccc([N+](=O)[O-])cc2)CC1	-10%	8%	-2%	-26%	-18%	-8%	i	-9%
CC(C)(NC(=O)c1cc(Cl)c2ccccc2c1O)C(=O)O	-18%	-8%	1%	-4%	0%[10 µM]	-10%	i	-16%
COC(=O)c1cccc(OCC(O)Cn2cnc3cc(C)c(C)cc32)c1 (configuration not stated)	-11%	8%	0%	11%	11%	.	-2%	-22%
CSc1cccc(NC(=O)CN(c2cccc(C)c2)S(C)(=O)=O)c1	-28%	-2%	-1%	-2%	0%	.	-13%	-8%
Cc1ccnc(Nc2nc3ccccc3o2)n1	1%	-4%	2%	-5%	-16%[10 µM]	-1%	-4%	-7%
O=C(O)CCCc1nc2ccccc2s1	0%	-5%	0%	4%	18%	2%	i	-3%
O=C(Cn1cc(C(F)(F)F)cc(Cl)c1=O)Nc1ccc(N2CCOCC2)cc1	-9%	-2%	0%	-13%	-11%	-21%	-11%	-6%
CCOC(=O)N1CCC(NC(=O)c2cnn(-c3cccc(C)c3)c2-n2cccc2)CC1	-1%	7%	-1%	8%	.	.	.	-3%
CC(/C=C/c1ccccc1)=N\NC(=O)CSc1ccccn1	-1%	-3%	1%	6%	12%[10 µM]	-2%	-8%	?
CN=C1SC(CC(=O)Nc2cc(Cl)ccc2Cl)C(=O)N1C (configuration not stated)	-9%	-12%	1%	-19%	-6%	.	-6%	1%
Oc1ccc(-c2nnc(-c3ccccc3)c(-c3ccccc3)n2)cc1	?	?	-9%	3%	-3%[10 µM]	-8%	-8%	-4%

Assay outcomes: PubChem, National Center for Advancing Translational Sciences (NCATS)

A portion of the library; count on the stated rates, not on these rows.
